Screens: PubChem BioAssay, National Center for Advancing Translational Sciences (NCATS)
SW480 rerep: A quantitative high throughput screen for small molecules that induce DNA re-replication in SW480 colon adenocarcinoma cells; SW480 DNA re-replication, Hoechst DNA content imaging, 48 h; Potency, µM (top dose mostly 46.1 µM), inactives show top-dose re-replication activation, actives largely listed as activators; 1.8% of 340,000 active; also: potency is read from the fitted curve at half-maximal effect; % of control where 0% means no effect; nearly all actives have a fitted effect of over 55% in size
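DNA re-replication was detected as more nuclei of elevated Hoechst intensity after 48 hr exposure to compound (23 nL pinned per well of 250 cells).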
HT1080 IDH1KD tx: qHTS for induction of synthetic lethality in tumor cells producing 2HG: qHTS for the HT-1080-IDH1KD cell line | AID 686971, 2013 | 2% of 360,000 active | HT-1080 IDH1 knockdown viability, ATP luminescence, 48 h | Potency, µM (titrated, usually from 46.1 µM), for inactives: at the top dose activity, negative = toxicity, hits mostly cytotoxic;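 also: potency is read from the fitted curve at half-maximal effect; 0% = DMSO wells and -100% = cell-free medium wells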
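Using the IDH1-knockdown HT-1080 line run in the same batch and compound series as the NT line, viability after 48 h at 37 °C was determined by CellTiter-Glo luminescence and expressed as % activity.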
HEK293 tox: qHTS of GLP-1 Receptor Inverse Agonists: Cytotox Screen; HEK293 cAMP-luciferase reporter cells, luminescence, 24 h; Potency, µM (series often up to 38.3 µM), for the others: top-dose activity change, negative = inhibition, most hits filed as inhibitors; 0.13% of 410,000 active;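 also: loss of luciferase light is scored as toxicity; potency is read from the fitted curve at half-maximal effect; % is scaled to controls: 0 for no effect and ±100 for the full control effect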
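Step one: seed cells (200 cells/uL, DMEM with 10% Nu serum, 1% pen-strep). Step two: 12-hour incubation at 37 deg C. Step three: pin 23 nL compound, incubate 24 hr. Step four: add luciferase reagent, read luminescence 12 min later.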
IL1B secr inh: qHTS for Inhibitors of Inflammasome Signaling: IL-1-beta AlphaLISA Primary Screen | THP-1 LPS/ATP IL-1B secretion, AlphaLISA, 16 h; stronger effect = lower value | activity change, % at 57.5 µM | 4.7% of 360,000 active; in the data active = activity change below about -50%; inconclusive = mostly about -30% to -49%; also: % is scaled to controls: 0 for no effect and ±100 for the full control effect
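Secreted IL-1B measured by AlphaLISA bead assay after 16 h compound exposure of THP-1 cells; compounds (final up to 57.5 uM) added 1 h before LPS (250 ng/mL) and ATP (1.25 mM) stimulation; lower signal means less secretion.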
HT1080NT lethal: qHTS for induction of synthetic lethality in tumor cells producing 2HG: qHTS for the HT-1080-NT fibrosarcoma cell line; Potency, µM (titrated, usually from 46.1 µM), for inactives: at the top dose activity, negative = less viability, most hits filed as cytotoxic; AID 686970, 2013; 1.6% of 360,000 active; HT-1080-NT fibrosarcoma viability, CellTiter-Glo ATP luminescence, 48 h;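 also: NT is the 2HG producing partner of a matched IDH1 knockdown line; potency is read from the fitted curve at half-maximal effect; 0% = DMSO-treated cells and -100% = media-only wells without cells; nearly all actives have a fitted effect of over 55% in size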
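A 48-hour cytotoxicity screen used HT-1080-NT cells plated 2 hours before compound delivery. ATP-based CellTiter-Glo luminescence measured viability, normalized to DMSO and no-cell controls.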
KB-3-1 tox: qHTS assay for MDR1-selective chemotherapeutics: Primary screen using the parental adenocarcinoma cell KB-3-1 | KB-3-1 viability, CellTiter-Glo ATP luminescence, 72 h | Potency, µM (series often up to 46.1 µM), without a hit: top-dose activity change, negative = cytotoxic, hits mostly cytotoxic | 1.4% of 400,000 active | AID 1347075, 2019; also: potency is read from the fitted curve at half-maximal effect; % is scaled to controls: 0 for no effect and ±100 for the full control effect; nearly all actives have a fitted effect of over 60% in size
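Viability of parental KB-3-1 cells, measured by CellTiter-Glo luminescence, followed a 72 h incubation at 37 °C with pinned compounds in phenol-red-free DMEM containing 10% FBS.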
D3 ag: qHTS of D3 Dopamine Receptor Agonist: qHTS. D(3) dopamine receptor (Homo sapiens), P35462. D3R DiscoveRx beta-arrestin cells, luminescence, 90 min. max activation, %. 0.58% of 410,000 active. AID 652048, 2013; in the data active = max activation above about 30%; also: 0% is about no effect; mostly tested at two doses, the higher about 12 µM
Target sequence (P35462 whole entry, looked up): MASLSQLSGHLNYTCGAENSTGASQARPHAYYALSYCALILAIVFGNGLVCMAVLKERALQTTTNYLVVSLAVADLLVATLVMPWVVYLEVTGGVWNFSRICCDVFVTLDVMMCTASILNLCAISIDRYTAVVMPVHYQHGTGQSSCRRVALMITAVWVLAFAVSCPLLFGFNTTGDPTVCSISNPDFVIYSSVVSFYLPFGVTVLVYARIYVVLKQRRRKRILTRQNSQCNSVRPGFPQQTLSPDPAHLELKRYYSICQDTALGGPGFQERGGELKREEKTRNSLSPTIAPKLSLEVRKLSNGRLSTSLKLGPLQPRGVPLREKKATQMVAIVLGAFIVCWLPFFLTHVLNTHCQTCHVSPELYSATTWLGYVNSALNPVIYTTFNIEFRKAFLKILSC
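Cells at 1500/well, incubated overnight, then treated with pinned compounds (dopamine as control) for 90 min at 37 degrees C. DiscoveRx reagent added for 30 - 60 minutes at room temperature; luminescence read.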
MCF10A rerep: A quantitative high throughput screen for small molecules that induce DNA re-replication in MCF 10a normal breast cells. MCF 10A DNA re-replication, Hoechst nuclear intensity, 48 h. Potency, µM (highest dose often 46.1 µM), inactives show at the top dose activity, positive = re-replication, most hits filed as activators. 2.9% of 350,000 active. AID 624296, 2012; also: potency is read from the fitted curve at half-maximal effect; % of control where 0% means no effect; nearly all actives have a fitted effect of over 50% in size
KB-V1 cytotox: qHTS assay for MDR1-selective chemotherapeutics: Primary screen using the drug-selected MDR subline cells KB-V1 | KB-V1 MDR cells viability, CellTiter-Glo, 72 h | Potency, µM (top dose mostly 46.1 µM), for inactives: at the highest dose activity change, negative = cytotoxicity, hits mostly cytotoxic | 3.4% of 400,000 active; also: potency is read from the fitted curve at half-maximal effect; % is scaled to controls: 0 for no effect and ±100 for the full control effect; nearly all actives have a fitted effect of over 60% in size
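Cells of the MDR subline KB-V1 are plated, dosed with compound at multiple concentrations, and incubated 72 h at 37 degrees C; CellTiter-Glo is then added and luminescence read after 10 min.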
Numbers without * were called inactive; u = inconclusive; x = not tested or not shown; [ ] = another dose, or the depositor's remark. Unless noted, calls follow the shape of the dose curve; as a rule, active = well fitted curve in the direction sought with a large enough effect; inconclusive = small, poorly fitted or top-dose-only effect, or another doubt; inactive = no such curve, though single readings can be large; an effect the other way counts as inactive or inconclusive.

The line under a structure holds: MCF10A rerep	HT1080 IDH1KD tx	D3 ag	KB-3-1 tox	KB-V1 cytotox	IL1B secr inh	HT1080NT lethal	SW480 rerep	HEK293 tox
O=c1c2ccccc2nc(-c2ccccc2)n1CCCn1ccnc1
  1.0%	-0.4%	1.9	-1.8%	3.4%	-1.0	-3.6%	0.8%[9.22 µM]	-10.1%
CCOC(=O)CC1COc2ccccc2N1C(=O)c1cccc([N+](=O)[O-])c1 (stereo not drawn)
  1.2%	-2.7%	5.1	11.4%	-13.7%	36.9	-5.8%	-5.8%	2.0%
CC(=O)N1N=C(c2ccc(C)cc2)CC1c1ccco1 (stereo not drawn)
  u	-10.2%	17.6	-0.3%	-0.7%	-19.8	-6.9%	-10.4%	-6.1%
COc1ccc(NC(=O)CNS(=O)(=O)c2ccc(Cl)cc2)cc1
  0.3%	8.1%	0.9	6.1%	8.1%	-0.3	5.5%	-3.5%	-2.6%
Cc1ccc(Sc2c(C(=O)NCc3cccc(F)c3)[nH]c3ccccc23)cc1
  x	x	6.4	8.7%	7.1%	x	x	x	-9.5%
O=C(NCCCc1nc2ccccc2n1Cc1ccc(F)cc1)C1CCCCC1
  x	x	-7.8	-17.4%	-2.0%	x	x	x	6.4%
Cc1ccc(OCC(=O)Nc2ccc(S(=O)(=O)N(Cc3ccccc3)c3ccccc3)cc2)cc1
  x	x	-16.7	-5.0%	u	x	x	x	12.0%
CC1CC(C)(C)CC2(C1)NC(=O)N(CC(=O)Nc1cc([N+](=O)[O-])ccc1F)C2=O (stereo not drawn)
  16.0%	-24.8%	-4.8	-0.7%	11.1%	-0.7	-17.7%	-10.0%	-3.8%
O=C(CCC(=O)N1CCOc2ccc(Cl)cc21)NCCCN1CCC(Cc2ccccc2)CC1
  -1.2%	-25.0%	-14.2	u	10.1%	-1.5	-26.3%	6.5%	u
COc1ccc(C(=O)NCC(=O)NCC2COc3ccccc3O2)cc1 (stereo not drawn)
  12.9%	1.8%	0.0	-3.0%	-4.1%	8.3	-1.7%	u	-20.6%
CCN(C(C)=O)c1nnc(CSc2nc3ccccc3s2)s1
  27.3%	-15.6%	-3.2	1.1%	1.3%	15.3	-10.4%	-4.5%	-3.3%
COc1ccc2c(c1)CCc1c(C(=O)Nc3cc(C)ccc3O)noc1-2
  x	x	-2.7	2.9%	11.3%	x	x	x	-5.0%
CSCCC(NC(C)=O)C(=O)OCC(=O)N(c1ccccc1)c1ccccc1 (stereo not drawn)
  19.7%	24.1%	2.8	3.5%	-6.6%	18.5	20.5%	-1.3%	-3.6%
CCc1ccc(C(=O)OCC(=O)Nc2cccc(S(=O)(=O)NC3=NCCCCC3)c2)cc1
  -9.0%	9.5%	1.5	-7.0%	-5.1%	1.3	14.7%	-6.5%	-5.6%
Oc1ccc(N2Cc3ccccc3C2)cc1
  9.0%	-0.3%	7.0	-9.4%	-1.9%	35.0	-14.3%	9.8%	-1.2%
COc1ccc(CC(=O)Nc2nn(C)c3nc4c(C)cccc4cc23)cc1
  3.26µM*	0.2%	9.6	0.0%	6.7%	x	11.3%	u	5.3%
CC(C)Oc1ccc(CN2CCC2(C)C(=O)Nc2ccc3c(c2)OCO3)cc1 (stereo not drawn)
  x	-18.7%	1.3	u	18.4µM*	-13.2	-20.3%	x	5.2%
CCn1c(=O)n(CC)c2cc(N3CCCC3)c(NC(=O)c3ccccc3F)cc21
  6.2%	0.8%	-2.1	u	u	u	-1.7%	4.6%	-4.9%
O=C1/C(=C/c2ccco2)Cc2ccccc21
  -1.9%	-3.1%	-3.5	-1.6%	u	u	-2.8%	-0.9%	-3.9%
CN1CCC2(CC1)NC(=O)NC2=O
  5.4%	4.7%	-3.9	5.9%	u	11.2	8.2%	-4.0%	3.3%
CCN(CC)C(=O)C1c2ccccc2Oc2ccccc21
  4.1%	-11.2%	3.6	-1.5%	-5.1%	-15.1	3.8%	6.6%	-0.5%
Cc1c2c(nc3ccccc13)CC(C)(C)CC2=O
  u	4.2%	2.3	-3.8%	-5.7%	8.2	-0.5%	-3.0%	6.7%[0.307 µM]
CC(C)Cc1ccc(C(C)NC(=O)Cc2ccc(S(=O)(=O)N3CCOCC3)s2)cc1 (stereo not drawn)
  24.5%	-6.1%	6.1	-28.7%	-18.5%	-3.8	-1.2%	-3.6%	-27.2%
CCC(=NCCc1c(C)[nH]c2ccccc12)C1=C(O)CC(c2ccccc2)CC1=O (stereo not drawn)
  4.11µM*	8.2µM*	-20.8	4.61µM*	3.66µM*	u	u	10.3µM*	-6.1%
COc1ccc(C)cc1NC(=O)NCc1cccn1Cc1ccccc1
  x	x	-21.1	14.3%	-9.6%	x	x	x	-4.1%
Cc1c(C(=O)OC/C(O)=C(\C#N)c2nc3ccccc3[nH]2)oc2ccc(Br)cc12
  9.6%	0.2%	-5.5	-4.9%	17.2%	34.0	0.0%	1.9%	0.0%
Cc1cc(C)c(C#N)c(SCc2[nH]nc3c2C(c2ccc(F)cc2)C(C#N)=C(N)O3)n1 (stereo not drawn)
  u	-6.5%	-4.4	18.5%	0.0%	0.0	9.4%	-3.9%	-7.3%
CN(C)Cc1c(O)ccc2c1O/C(=C\C=C\c1ccccc1)C2=O
  1.0%	-7.4%	-11.3	-1.4%	-16.5%	1.4	0.6%	3.5%	229.0%[activator]
COCCN(Cc1ccccc1)C(=O)c1ccc(C(=O)c2ccccc2)cc1
  1.4%	-9.3%	2.3	-11.8%	-18.7%	4.9	-6.2%	1.5%	5.3%
CCCNC(=O)N[C@@H](CCSC)C(=O)OC
  -0.5%	2.5%	-9.2	0.0%	12.9%	-3.6	-4.9%	1.4%	4.8%

Some of the entries so far, with bars between the fields.
Compound | MCF10A rerep | HT1080 IDH1KD tx | D3 ag | KB-3-1 tox | KB-V1 cytotox | IL1B secr inh | HT1080NT lethal | SW480 rerep | HEK293 tox
CSCCC(NC(C)=O)C(=O)OCC(=O)N(c1ccccc1)c1ccccc1 (stereo not drawn) | 19.7% | 24.1% | 2.8 | 3.5% | -6.6% | 18.5 | 20.5% | -1.3% | -3.6%
Cc1cc(C)c(C#N)c(SCc2[nH]nc3c2C(c2ccc(F)cc2)C(C#N)=C(N)O3)n1 (stereo not drawn) | u | -6.5% | -4.4 | 18.5% | 0.0% | 0.0 | 9.4% | -3.9% | -7.3%
Cc1ccc(OCC(=O)Nc2ccc(S(=O)(=O)N(Cc3ccccc3)c3ccccc3)cc2)cc1 | x | x | -16.7 | -5.0% | u | x | x | x | 12.0%
COCCN(Cc1ccccc1)C(=O)c1ccc(C(=O)c2ccccc2)cc1 | 1.4% | -9.3% | 2.3 | -11.8% | -18.7% | 4.9 | -6.2% | 1.5% | 5.3%

Next results.
The line under a structure holds: MCF10A rerep	HT1080 IDH1KD tx	D3 ag	KB-3-1 tox	KB-V1 cytotox	IL1B secr inh	HT1080NT lethal	SW480 rerep	HEK293 tox
NS(=O)(=O)c1ccc(N2C(=O)C(=O)/C(=C(/O)c3ccccc3)C2c2ccc(Cl)cc2)cc1 (stereo not drawn)
  1.4%	-0.5%	0.5	-1.7%	-3.9%	14.7	-1.4%	-6.1%	3.5%
O=C(CS(=O)(=O)Cc1ccccc1)Nc1ccc(S(=O)(=O)N2CCCCCC2)cc1
  -0.6%	-24.5%	-8.4	9.7%	-21.6%	-13.7	-7.7%	-8.2%	-21.2%
Cn1c(COc2ccccc2)nnc1SCC(=O)Nc1ccc(S(N)(=O)=O)cc1
  -2.5%	2.1%	3.5	1.2%	12.0%	-6.5	9.7%	-12.1%	0.7%
CCCCNC(=O)C1(C)CCN1C(=O)c1ccc(C)c(F)c1 (stereo not drawn)
  x	u	3.8	0.0%	4.8%	36.4	15.8%	x	-1.7%
COc1ccc(CNC(=O)c2cc3sccc3n2Cc2ccc(C)cc2)cc1
  x	x	-11.2	-7.5%	17.7%	x	x	x	-1.8%
CC(NS(=O)(=O)c1ccc(OCC(=O)Nc2cccc([N+](=O)[O-])c2)cc1)c1ccccc1 (stereo not drawn)
  7.5%	u	-12.5	-27.8%	u	-4.2	-29.3%	2.9%	-0.4%
CCCCC(=O)OCc1c(-c2ccccc2)ncc2ccccc12
  -2.4%	11.5%	3.2	5.8%	0.0%	23.7	3.8%	1.0%	2.9%
CCCCCCCCCS(=O)(=O)N/N=C/c1cccc([N+](=O)[O-])c1
  14.6µM*	u	-2.1	-15.7%	12.1%	7.6	7.2%[9.24 µM]	0.4%	u
CN1C(=O)C(=O)N(CC(=O)Nc2ccccc2OC(F)F)C1=O
  2.2%	1.1%	0.1	0.2%	16.5%	15.8	10.3%	-8.2%	-25.1%
Cc1nc2ccc(NC(=O)N(C(C)C)C(C)C)cc2s1
  u	8.8%	-1.2	9.1%	28.1%	-1.0	2.5%	1.4%	-25.0%
